TNAP inh hiacc – blocks human TNAP under high phosphate acceptor concentration. purified TNAP, CDP-star luminescence, 1 M DEA. inhibition, % at 20 µM. hit rate 0.03% among 200,000;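 active = over 50% inhibition of tissue-nonspecific alkaline phosphatase at 20 µM in the single-dose screen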;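 note: plate controls were DMSO wells for no effect and EDTA-quenched wells as full inhibition for full effect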
Target sequence (P05186 whole entry, looked up): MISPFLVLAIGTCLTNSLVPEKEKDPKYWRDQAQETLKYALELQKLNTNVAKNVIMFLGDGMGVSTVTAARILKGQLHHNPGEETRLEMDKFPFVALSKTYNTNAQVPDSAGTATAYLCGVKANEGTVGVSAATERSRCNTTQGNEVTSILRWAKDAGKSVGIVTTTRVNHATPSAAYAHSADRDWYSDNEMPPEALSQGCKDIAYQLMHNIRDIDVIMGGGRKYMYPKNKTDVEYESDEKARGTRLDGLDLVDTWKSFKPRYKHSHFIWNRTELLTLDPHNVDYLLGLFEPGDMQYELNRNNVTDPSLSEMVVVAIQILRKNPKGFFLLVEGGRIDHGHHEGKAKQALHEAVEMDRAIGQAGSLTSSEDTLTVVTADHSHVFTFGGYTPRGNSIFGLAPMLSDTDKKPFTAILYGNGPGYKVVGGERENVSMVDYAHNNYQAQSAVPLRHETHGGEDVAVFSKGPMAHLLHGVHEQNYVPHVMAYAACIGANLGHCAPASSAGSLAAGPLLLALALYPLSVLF
Redox H2O2 prof – compounds producing H2O2 with reducing agent – biochemical, NIH compound library profiling, artefact control for MLSCN library redox annotation, primary screen | DTT-dependent redox cycling H2O2, phenol red/HRP absorbance; 100% = 100 µM peroxide control, 0% = buffer | activation, % at 10 µM | hit rate 0.03% among 200,000 | AID 878;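 active = activation of at least 50% relative to the plate's high and low controls in the primary single-dose screen; inactive = activation below 50%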;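 note: compound incubated with DTT at 0.8 mM final as the reducing agent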
PMI act satM6P – activators of human phosphomannose isomerase at near-saturating mannose 6-phosphate | P34949 | coupled PMI enzyme assay, resazurin fluorescence, 20 min; active compounds read high; 1 = untreated enzyme, 0 = substrate-free blank | activation factor at 20 µM | hit rate 0.34% among 190,000 | AID 1216;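 active = activation factor of 2 or more at 20 µM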
Target sequence (P34949 whole entry, looked up): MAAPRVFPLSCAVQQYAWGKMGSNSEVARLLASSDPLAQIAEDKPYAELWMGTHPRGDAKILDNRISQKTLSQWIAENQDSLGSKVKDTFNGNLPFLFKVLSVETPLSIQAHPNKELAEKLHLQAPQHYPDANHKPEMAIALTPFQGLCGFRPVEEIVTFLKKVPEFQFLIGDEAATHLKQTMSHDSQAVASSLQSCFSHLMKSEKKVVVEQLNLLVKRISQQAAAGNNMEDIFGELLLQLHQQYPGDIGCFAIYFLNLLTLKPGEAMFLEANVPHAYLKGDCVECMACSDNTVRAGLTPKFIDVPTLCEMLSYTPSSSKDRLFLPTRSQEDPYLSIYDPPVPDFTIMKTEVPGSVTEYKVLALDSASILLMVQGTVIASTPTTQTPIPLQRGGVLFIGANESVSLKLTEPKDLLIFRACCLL
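Test system: human phosphomannose isomerase with PGI, G6PDH, diaphorase coupling enzymes; amount: 15 ng/mL PMI; incubation: enzyme reaction with compound 20 min at room temperature; technique: resorufin fluorescence (Ex 544/Em 590 nm) from resazurin via diaphorase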
PMI act – activators of human phosphomannose isomerase; P34949; purified human PMI, coupled resazurin fluorescence, 20 min; active compounds read high; 1 = vehicle control, 0 substrate-free wells; activation factor at 20 µM; hit rate 0.005% among 190,000;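 active = activation factor of 2 or more at 20 µM, relative to plate controls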
L major viab – inhibitors of Leishmania major promastigote growth | Leishmania major promastigotes, resazurin fluorescence viability | inhibition, % at 10 µM | hit rate 9% among 200,000 | AID 1063; in the data active = inhibition above about 50%;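 note: promastigotes grown with compound for 44 hours at 28 °C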
TNAP inh no acc – TNAP (human) inhibition, acceptor-free conditions | purified TNAP, CDP-star luminescence, 30 min | inhibition, % at 20 µM | P05186 | hit rate 0.26% among 200,000;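 active = tissue-nonspecific alkaline phosphatase inhibition above about 50% at 20 µM in the single-dose screen, limit read from the data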;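 note: 0% = DMSO negative control and 100% = EDTA positive control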
HMGR II inh – inhibitors of class II HMG-CoA reductase from Enterococcus faecalis; purified E. faecalis HMGR, NADPH absorbance 340 nm kinetic; inhibition, % at 10 µM; hit rate 0.41% among 190,000; AID 1066;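 active = inhibition above a set limit, the median over all tested compounds plus 3 SD, cut at about 9.5% in these data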;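 note: enzyme runs in reverse so mevalonate oxidation gives rising NADPH absorbance; 0% = complete reaction with DMSO and 100% = background rate lacking mevalonate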
RAM network inh – yeast RAM network inhibition | S. cerevisiae dse1pr::URA3 reporter, 5-FOA growth OD615, 2 d; analog-sensitive cbk1-as2 kinase mutant strain | inhibition, % at 50 µM | hit rate 1.8% among 190,000;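 active = inhibition above a set limit, 3 SD over mean compound inhibition, cut at about 8.4% in these data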;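 note: 0% = DMSO-only wells with no growth and 100% = 10 µM 1-NA-PP1 full growth; inhibition rescues growth on 5-FOA so higher OD means more RAM inhibition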
Hsp70 activator – transcriptional activators of Hsp70; HeLa Hsp70 promoter luciferase reporter, luminescence; scaled: vehicle 0, proteasome-inhibitor control 100%; activation, % at 10 µM; hit rate 0.04% among 200,000; AID 1203;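 active = activation above the mean across all tested compounds plus 3 SD, cutoff set per campaign, cut at about 5.5% in these data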;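 note: 100% = MG132 at 30 µM as the positive control and 0% = DMSO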
S1P3 antag – antagonists of human S1P3 receptor. Q99500. CHO S1P3 NFAT-BLA reporter, FRET fluorescence, antagonist mode. inhibition, % at 4.98 µM. hit rate 0.27% among 170,000. AID 485;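 active = inhibition above the plate cutoff, the mean inhibition of test wells on that plate plus 3 SD, cut at about 28% in these data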;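 note: cells challenged with S1P at its EC80 of 0.8 µM; blue over green emission ratio from cleaved BLA substrate after 4 h stimulation; 0% = S1P-stimulated wells and 100% = unstimulated DMSO-only wells; some compounds past the cut are filed as inactive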
Active calls of the source: *; . = no result given.

SMILES	TNAP inh hiacc	Redox H2O2 prof	PMI act satM6P	PMI act	L major viab	TNAP inh no acc	HMGR II inh	RAM network inh	Hsp70 activator	S1P3 antag
CCCc1cc(=O)oc2cc(OCc3cc(OC)c(OC)c(OC)c3)c(Cl)cc12	3	-2.5	0.9	0.9	-3	-5	-3	2.2	0.2	.
CCOc1ccccc1N(C(=O)Nc1cccc(Cl)c1)C1=NC(C)CS1 (centres undefined)	-6	-0.1	0.9	0.9	81*	-9	-7	2.3	-0.3	1
Cc1cc(=O)oc2cc(OCC(=O)OCC(=O)N3CCC(C)CC3)ccc12	-3	-2.0	0.9	1.1	-2	-14	0	0.6	-0.4	-14
Cc1cccc(-c2n[nH]c(=S)n2/N=C/c2ccc(C)o2)c1	0	0.2	0.9	1	23	-7	-4	1.5	-0.3	-6
Cc1ccc(Nc2cc(C)nc3nc(C)nn23)cc1	-6	-0.5	1	1	-5	-9	-5	0.8	-0.2	-46
O=C(N/N=C\c1ccccn1)C1COc2cc3ccccc3cc2O1 (centres undefined)	-5	1.7	0.9	0.9	-1	-5	0	-1.1	0.1	.
O=C(c1cccs1)N(Cc1nc2sc3c(c2c(=O)[nH]1)CCCC3)C1CCCC1	-7	1.6	0.9	0.8	11	-7	-4	-1.5	0.0	-17
CN(Cc1nc2ccccc2c(=O)[nH]1)Cc1nc2ccsc2c(=O)[nH]1	-8	-0.3	0.7	0.9	6	-133	-7	0.2	-0.2	-7
CC(=O)c1cn(CCCCCCCn2cc(C(C)=O)c(=O)[nH]c2=O)c(=O)[nH]c1=O	1	-0.3	0.8	1	-5	-7	0	1.2	0.1	7
Cc1ccc(N2C(=O)N(CC(=O)N3CCCc4ccccc43)C(=O)C2C)cc1 (centres undefined)	2	1.8	1.1	0.9	-3	-3	1	2.9	-0.3	.
C=C(C)c1cccc(C(C)(C)NC(=O)N(C)C2CCN(C)CC2)c1	-9	-0.6	1	1	98*	-15	-4	0.8	-0.1	-2
CCn1c(SCC(=O)Nc2ccc(OC)c(OC)c2)nnc1-c1cccs1	-10	-0.1	0.9	1.1	-8	-14	-5	1.8	-0.3	-16
CCN1CCN(CCCNC(=O)c2cc3cc4ccc(OC)cc4nc3o2)CC1	-6	0.7	1.1	1.1	100*	-2	4	0.5	-0.5	4
O=C(NCc1cccs1)C1CC(c2ccc(Cl)c(Cl)c2)=NO1 (centres undefined)	-3	-0.2	0.9	1	-6	-6	-1	3.0	-0.3	11
CCOC(=O)CSc1nnc(Cn2nnc(-c3ccccc3)n2)n1C	-6	0.2	1.1	1	-3	-4	-1	0.0	0.1	-9
Cc1c(-c2csc(N)n2)cnn1C	-6	0.1	0.9	1	-3	-18	1	0.4	-0.1	-12
C=CCN(c1ccc(C(=O)N2CCCC2)cc1)S(C)(=O)=O	-1	-2.4	0.9	0.9	-2	-2	-8	1.2	-0.2	-27
Cc1cc(S(=O)(=O)N2CCCC2)c(C)s1	-3	1.0	1	1	0	-11	-2	1.5	0.0	-21
COc1cccc(/C=C/C(=O)c2ccc[nH]2)c1	1	-0.1	1	0.9	100*	-7	2	-1.5	0.2	.
CCc1ccc(Nc2nnc(SCc3cc(=O)n4ccsc4n3)s2)cc1	-2	0.2	1.4	1.1	-8	6	3	5.0	-0.2	.
COc1cc(-c2nnc3n(CCc4ccccc4)c(=O)c4ccccc4n23)cc(OC)c1OC	7	0.1	1.3	1.3	72*	2	-2	4.4	-0.6	5
CCCCCCCOC(=O)c1ccc(OC(=O)c2cccnc2)cc1	-5	0.3	0.8	0.8	-1	-8	-2	1.1	-0.5	.
CCn1ncc(C(=O)Nc2ccccc2C)c1C	-6	0.0	1	1	-1	-10	-2	1.6	-0.2	6
COc1ccc(-c2csc(NC(=O)CSc3n[nH]c(N)n3)n2)cc1	-3	-0.4	0.9	0.8	-2	28	-8	4.4	-0.3	-5
Cc1cc(=O)[nH]c(SCC(=O)Nc2ccc(S(N)(=O)=O)cc2)n1	-4	-0.8	0.9	0.9	-6	-4	0	1.4	-0.5	-6
COC(=O)C(C)N1C(=O)S/C(=C/c2cc(C)n(C(C)C)c2C)C1=O (centres undefined)	4	0.3	0.9	0.9	7	-2	-6	5.3	-0.1	.
COCCCn1c(CCC(=O)O)ccc1-c1ccc(F)cc1	4	2.2	0.9	0.9	3	-10	-3	0.5	-0.5	10
Cc1ccc(C(=O)O)cc1NC(=O)c1cccs1	-5	1.1	1.1	1.2	-4	-11	2	0.4	0.2	.
Cc1ccc(C)n1-c1ccc(N2CCOCC2)c(Br)c1	-5	-0.3	1	1	7	-16	-3	-0.1	-0.3	.
COC(=O)c1nc2n(n1)C(c1ccc(OC)c(OC)c1)C(C(=O)OC1CCCCC1)=C(C)N2 (centres undefined)	-2	0.0	0.9	0.9	27	-10	-5	2.4	-0.4	.
O=C(Nc1cccc2ncccc12)C(c1ccccc1)c1ccccc1	-2	-0.8	0.9	0.9	19	-16	-4	1.9	-0.4	-13
Cc1cccc(C(=O)N[C@H](C(=O)Nc2ncc(C)s2)C(C)C)c1	-1	-1.9	0.9	0.9	11	-3	-4	3.2	0.2	3
Cc1cc(C(=O)CSc2nnc(-c3ccncc3)n2-c2ccccc2)c(C)n1C	-1	0.0	0.7	0.9	31	3	5	2.1	-0.2	-14
CCOC(=O)N1CCC(NC(=O)C2CCN(C(=O)N3CC(C)Oc4ccc(C)cc43)CC2)CC1 (centres undefined)	-5	-0.1	0.9	0.9	-1	-9	-3	1.1	-0.4	.
CN(C)CCCNc1c2c(c(C#N)c3nc4ccccc4n13)CCC2	0	.	0.6	0.9	.	-3	.	.	.	-14
O=S(=O)(c1ccccc1)N1CCN(Cc2cccc(Cl)c2)CC1	-2	0.0	0.9	0.9	9	-9	-5	0.8	-0.3	28
COc1ccc(N(CC(=O)NCc2ccc3c(c2)OCO3)S(C)(=O)=O)cc1OC	-2	0.3	1	1	-4	-11	-1	2.8	-0.2	.
COc1ccc2nc(NC(=O)CSc3nnnn3C)sc2c1	-4	-0.6	1	1	-2	-8	2	3.1	-0.3	13
COCCNC(=O)c1cc2c(=O)n3cccc(C)c3nc2n(Cc2ccncc2)c1=N	-2	0.8	0.9	1	27	-4	-1	2.1	0.1	1
CC(=O)Nc1ccc(S(=O)(=O)NCC2CCC(C(=O)NC3CCCCCC3)CC2)cc1 (centres undefined)	1	-0.4	1.1	1	-7	-3	-4	5.7	0.1	-6
Cc1cc(=O)[nH]c(/N=C(\N)Nc2cccc3ccccc23)n1	-6	1.1	1	1	26	-3	1	3.1	-0.2	10
OC1(c2cccs2)CN(c2ccc(Cl)cc2)C2=[N+]1CCCC2 (centres undefined)	-5	0.3	0.9	0.9	20	-3	-5	0.2	-0.5	-16
CCSc1nc(-c2ccco2)ccc1C#N	-4	-0.1	0.9	0.9	12	-13	-1	-0.5	0.7	-32
O=c1nc2n(c3cccc(Cl)c13)CCCCC2	-1	-0.4	0.9	1	-3	-6	4	0.6	-0.3	-13
O=C(Nc1ncc(Cc2ccc(SC(F)F)cc2)s1)c1ccc(OC(F)F)cc1	-5	-0.1	1	1.1	-4	-6	1	6.5	0.0	0
CCNC(=S)N1CCC(NC(=O)C2CCCCC2)CC1	-6	2.2	1.1	1.1	-4	6	3	1.1	-0.1	.
Cc1cc(C)cc(NC(=O)C2CC(=O)n3ncnc3N2)c1 (centres undefined)	-6	-1.2	1	1	-4	-9	4	-0.4	0.1	-15
CCOC(=O)C1CCCN(C2CC(=O)N(c3cccc(C)c3)C2=O)C1 (centres undefined)	-9	-0.5	1.1	1	-1	-17	-5	1.6	-0.3	0
O=C(Nc1ccc(Cl)c(Cl)c1)Nc1nnc(-c2ccncc2)s1	0	0.6	1	0.9	12	-36	-8	0.4	-0.3	-5
N=C1S/C(=C\c2cn[nH]c2-c2ccc(F)cc2)C(=O)N1c1ccccc1F	3	0.3	1	0.9	-2	-71	-6	3.0	-0.4	8
COc1ccccc1CNCC(=O)N1CC(=O)Nc2ccccc21	-5	0.4	1.1	1	-1	-14	5	1.6	0.1	-16
COc1cc(C(=O)Nc2cnc(NC(=O)C(C)C)cc2C)cc(OC)c1OC	.	1.9	.	.	-1	.	-5	2.7	-0.4	-17
O=C(Nc1cccc(S(=O)(=O)N2CCOCC2)c1)c1cc2c(s1)CCC2	0	1.2	0.9	1	17	-8	1	0.3	-0.3	.
COC(=O)CC1COc2ccccc2N1C(=O)c1ccc(Cl)cc1 (centres undefined)	-1	1.8	1	1	2	-5	-1	-0.5	-0.1	.
CCCCNC(=S)NNC(=O)CCn1cc(C)cn1	-2	-0.1	1.1	1	-4	-187	0	1.2	-0.4	-3
COC(=O)c1sc(NC(=O)/C=C/c2ccccc2Cl)nc1C	0	-1.2	1.1	1.1	-3	2	-1	4.0	-0.1	6
Cc1noc(C)c1COc1ccc(C(=O)OCC(=O)N2c3ccccc3NC(=O)C2(C)C)cc1	1	0.2	1	1	9	-3	-2	1.3	-0.3	.
Cc1ccc(CN(Cc2cc3cccc(C)c3[nH]c2=O)C(=S)NCCCN(C)C)cc1	-7	0.2	0.9	1	62*	-6	-3	1.3	-0.3	-11
Cn1c(N)c(C(=O)COC(=O)CSc2ccc3ccccc3c2)c(=O)n(C)c1=O	4	-0.3	0.9	0.9	-4	-7	-2	6.7	-0.1	4
O=S(=O)([N-]c1nc2ccccc2nc1-[n+]1ccc(-c2ccncc2)cc1)c1ccccc1	5	2.0	0.9	0.9	-6	-1	-4	3.0	-0.2	-14

Following part:
SMILES	TNAP inh hiacc	Redox H2O2 prof	PMI act satM6P	PMI act	L major viab	TNAP inh no acc	HMGR II inh	RAM network inh	Hsp70 activator	S1P3 antag
COc1ccc(S(=O)(=O)Nc2nc3ccccc3s2)cc1OC	0	0.1	1.1	1.1	-7	-7	-4	5.9	-0.2	.
CCOC(=O)C1=C(C)NC(SCC(=O)Nc2nc(C)cs2)=C(C#N)C1c1cccs1 (centres undefined)	-8	0.4	1	1	36	-18	-2	5.0	-0.1	.
Cc1ccc2c(c1)nnn2C1CCN(C(=O)C2CCCCC2)CC1	-1	0.5	1	1.1	-9	-6	-3	-0.8	-0.3	11
O=C(c1ccc2c(c1)N(Cc1ccc(F)cc1)C(=O)CS2)N1CCOCC1	-5	1.0	1	1	1	-11	2	3.7	0.0	.
COC(=O)c1c(NC(=O)c2cccnc2Cl)sc(C(=O)N(C)C)c1C	0	-0.5	1.1	1.1	-1	-8	-2	0.9	-0.3	0
C/C(=N\NC(=O)c1nn(C)cc1Br)c1ccncc1	0	-0.7	1	1	16	-4	-8	0.1	0.6	19

In another format: results already given
Compound,TNAP inh hiacc,Redox H2O2 prof,PMI act satM6P,PMI act,L major viab,TNAP inh no acc,HMGR II inh,RAM network inh,Hsp70 activator,S1P3 antag
CCCCNC(=S)NNC(=O)CCn1cc(C)cn1,-2,-0.1,1.1,1,-4,-187,0,1.2,-0.4,-3
COC(=O)c1sc(NC(=O)/C=C/c2ccccc2Cl)nc1C,0,-1.2,1.1,1.1,-3,2,-1,4.0,-0.1,6

Assay outcomes (PubChem BioAssay)
